# KKLEB tox = CF airway cell cytotoxicity counter-screen; KKLEB CF airway cells viability, ATPlite luminescence, overnight; hits give low values; cells stimulated with P. aeruginosa culture filtrate; activity change (cytotoxicity), % at 5 µM; 360,000 tested, 0.36% active;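 active = corrected activity change at or below -50% at 5 µM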
# TRAIL sens C8 = caspase-8 TRAIL sensitization; NB7+C8 cells + TRAIL, ATPlite viability luminescence; inhibition (viability loss, TRAIL sensitization), % at 10 µM; 360,000 tested, 1% active;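 active = compounds causing at least 50% loss of cell viability in the single-dose screen, relative to plate controls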
# LMP1 NFkB inh = inhibitors of Epstein-Barr LMP1-induced NF-kappaB reporter; LMP1-induced NF-kappaB luciferase reporter cells, luminescence; inhibition, % at 12.5 µM; 350,000 tested, 0.69% active; AID 504558; in the data active = inhibition above about 41%;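 note: 0% = neutral control wells and 100% = reference inhibitor control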
# NR2E3 ag-1 = activates human NR2E3 receptor; CHO-S Gal4-NCOR/VP16-NR2E3 two-hybrid, luciferase; inhibition of corepressor binding, % at 3.98 µM; 360,000 tested, 0.35% active; AID 602229;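 active = inhibition above the mean of all tested compounds plus 3 SD, cut at about 70% in these data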;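 note: 0% = DMSO with NR2E3 transfected cells and 100% = cells lacking NR2E3 construct; higher means lower luciferase signal from less NR2E3 corepressor binding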
# Target sequence (Q9Y5X4 whole entry, looked up, the tested form may be a part): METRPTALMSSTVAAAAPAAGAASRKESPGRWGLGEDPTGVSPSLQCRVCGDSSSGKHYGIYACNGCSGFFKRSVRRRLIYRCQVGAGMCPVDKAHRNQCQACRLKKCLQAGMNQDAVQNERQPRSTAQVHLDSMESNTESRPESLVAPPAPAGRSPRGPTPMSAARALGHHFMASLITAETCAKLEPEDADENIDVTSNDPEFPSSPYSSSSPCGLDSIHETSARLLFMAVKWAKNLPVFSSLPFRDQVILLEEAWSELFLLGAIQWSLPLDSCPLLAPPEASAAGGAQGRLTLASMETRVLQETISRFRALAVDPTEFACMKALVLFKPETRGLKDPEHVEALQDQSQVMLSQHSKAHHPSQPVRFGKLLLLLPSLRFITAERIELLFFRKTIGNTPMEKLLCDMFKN
# NR2E3 ag-2 = NR2E3 (human) agonism | Q9Y5X4 | 320,000 tested, 0.12% active | inhibition of corepressor binding, % at 4.78 µM | AID 2300 | GST-NR2E3/biotin-RetCOR TR-FRET, 1536-well;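 active = percent inhibition above the cutoff of mean plus 3 SD of all tested compounds, set per screening campaign, cut at about 20% in these data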;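 note: 0% = DMSO wells and 100% = biotin wells as full block of FRET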
#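 system = GST-tagged NR2E3 plus biotinylated RetCOR corepressor | input = 1.35 nM GST-NR2E3 | also added = 7 nM biotin-RetCOR | schedule = 5 h incubation at 4 °C | measured by = TR-FRET with europium anti-GST and streptavidin-D2, 340 nm excitation | read-out = percent loss of FRET ratio relative to control wells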
# TRPM1 prom inh = MITF TRPM1 promoter inhibition in SK-MEL-5 cells; inhibition, % at 12.5 µM; 330,000 tested, 0.83% active; SK-MEL-5 TRPM1 promoter luciferase, 24 h;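 active = mean inhibition across replicates of 60% or more, whatever share of single replicates reaches that level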; note: values of inactives mirror those of a sister screen read the other way
# hiPSC survival = hiPSC single-cell survival enhancement. 360,000 tested, 0.044% active. AID 602274. ATPlite luminescence; 100% = ROCK inhibitor wells, 0% = DMSO. survival enhancement, % at 20 µM; in the data active = survival enhancement above about 18%;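 note: cells exposed to compounds for 16 hours before the ATP read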
# Shn3 inh set2 = inhibitors of Schnurri-3 3'UTR reporter in osteoblasts | Clone20 osteoblast Shn3 3'UTR firefly luciferase, 24 h | inhibition, % at 12.5 µM | 360,000 tested, 0.52% active | AID 588674;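 active = mean inhibition of at least 75% with every replicate also reaching 75%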;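 note: 0% = median of neutral control wells and 100% = pilot-screen positive control compound; some compounds past the cut are filed as inactive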
# Peg3 prom inh = reduces Peg3 promoter-driven luciferase expression in HeLa; HeLa PEG-Prom luciferase reporter, luminescence, overnight; inhibition, % at 20 µM; 360,000 tested, 1.7% active;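 active = inhibition of at least 50% at 20 µM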
# CF NFkB block = inhibitors of cystic fibrosis induced NF-kB; KKLEB NF-kB-GFP reporter, PAF-induced, GFP fluorescence overnight; inhibition, % at 5 µM; 360,000 tested, 0.86% active; AID 588850;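 active = at least 50% inhibition at 5 µM, scaled per plate between neutral and stimulator controls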;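 note: PAF is a Pseudomonas aeruginosa culture filtrate used as stimulus; plate controls were PAF-stimulated DMSO wells for no effect and unstimulated DMSO wells for full effect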
# HIF-2a block = blocks HIF-2a reporter activity | 786-0 RCC cells HIF-2a reporter, luciferase luminescence, overnight | AID 624352 | 360,000 tested, 0.72% active | inhibition, % at 18.8 µM;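 active = inhibition of the luminescence signal of 40% or more relative to plate controls, in a single-dose primary screen at 18.75 µM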
# * hit, by the source's call; . = no result given. Not all compounds are listed (hit frequency here may not be typical).
SMILES,KKLEB tox,TRAIL sens C8,LMP1 NFkB inh,NR2E3 ag-1,NR2E3 ag-2,TRPM1 prom inh,hiPSC survival,Shn3 inh set2,Peg3 prom inh,CF NFkB block,HIF-2a block
CNS(=O)(=O)c1cnccc1N1CCN(c2cccc(Cl)c2)CC1,-1.3,-0.8,8.1,-26.8,2.6,7.9,-4.5,-7.3,13.4,-4.4,1.8
Cc1cccc(-n2c(-c3csc(C)c3)n[nH]c2=S)c1,5.2,-15.5,12.6,-15.4,1.9,0.2,-0.8,-28.7,10.3,10.6,18.1
CCC(C)(C)NC(=O)/C=C/c1cccs1,6.8,0.2,-5.4,-2.5,-2.7,-1.3,1.5,-6.4,-14.0,3.0,-31.9
Cc1[nH]c2ccc(S(N)(=O)=O)cc2c1C,-7.9,-6.3,-3.3,22.0,-3.8,-1.6,-1.7,-2.8,10.4,-7.2,11.6
Cc1noc(C)c1NC(=O)N(C)C[C@H]1Oc2c(NC(=O)C3CC3)cccc2C(=O)N([C@H](C)CO)C[C@@H]1C,-4.6,-2.2,-0.1,-22.6,.,-3.1,0.4,5.4,-1.5,-3.4,7.8
COc1ccc(-c2cc(C(=O)N3CCCCCC3)no2)cc1OC,-1.7,-22.1,-29.2,-76.2,0.2,-112.6,2.9,-70.1,-192.0,-1.5,-199.2
CCn1ncc(Br)c1C(=O)Nc1ccc(-c2ccno2)cc1,8.2,14.4,7.6,-29.5,0.0,-9.9,-0.3,-16.0,-49.0,12.0,-73.4
COc1cc(C(=O)NCC(c2ccc(F)cc2)N2CCOCC2)ccc1OCc1ccccc1Cl (stereo not given),4.7,4.1,-7.0,-9.5,0.6,-6.5,0.4,6.2,14.5,-17.3,-47.6
COc1ccc(OC)c(CCNC(=O)c2nn(C)c3c2CS(=O)(=O)c2ccccc2-3)c1,-1.5,14.0,4.2,-1.2,3.3,6.9,-0.3,12.3,1.3,5.3,13.1
CCOc1ccc(C(=O)NCC(=O)OCC(=O)c2ccc3c(c2)-c2ccccc2C3)cc1,10.1,-1.7,5.5,-43.4,-1.1,-19.7,1.2,-4.2,-21.5,6.1,-16.1
CC1CCc2cccc3c2N1c1cc(C#N)c(C#N)cc1O3 (stereo not given),-0.4,-0.3,-1.8,-5.0,0.1,8.8,2.0,10.5,22.3,-15.0,-11.1
Cc1nnsc1Sc1ccccc1,10.5,-11.6,4.5,-21.5,2.3,-6.4,0.4,-5.0,0.1,-12.3,-0.2
O=c1c(C(c2ccc(O)cc2)c2c(O)nc3n(c2=O)CCCS3)c(O)nc2n1CCCS2,2.6,-5.3,2.5,-0.8,1.0,14.9,3.6,7.9,16.6,-11.9,-2.0
O=C(O)CSc1cn(Cc2ccccc2)c2ccccc12,9.7,3.2,-30.3,-7.9,1.2,0.6,-0.5,8.3,-4.6,-19.1,14.2
Cc1ccc(O)c(NC(=O)CCC2CCCCC2)c1,-15.9,41.0,-8.2,-68.5,3.3,-91.8,-3.0,-21.0,-296.3,1.6,-204.2
Cc1c(C(=O)N2CCN(Cc3ccc4c(c3)OCO4)CC2)cccc1[N+](=O)[O-],16.6,-8.7,1.3,-13.8,-0.2,-5.0,0.4,1.0,0.2,4.7,14.1
COc1ccc(/C=C/C(=O)O)cc1S(=O)(=O)NCc1ccco1,2.8,5.2,0.8,22.2,-6.2,-2.0,-0.8,-24.7,-10.6,-14.0,13.2
O=C(/C=C/c1cccc(Cl)c1)OCc1cn2cc(Cl)ccc2n1,-9.0,-5.4,2.5,-13.4,3.1,-8.6,-4.6,6.2,-6.7,1.5,4.4
CCC(c1nnnn1CC1CCCO1)N(CCN1CCOCC1)Cc1cc2cc(C)ccc2[nH]c1=O (stereo not given),-6.6,-4.0,-7.6,-11.2,.,9.0,-0.6,0.4,-24.1,-6.4,0.0
N#Cc1cc2c(nc1SCC(=O)NCc1ccc3c(c1)OCO3)CCCCC2,11.0,-23.4,1.4,14.7,0.3,1.4,-1.0,3.7,-13.9,-10.7,-53.6
O=C(c1cc(COc2c(F)cccc2F)on1)N1CCCCCC1,7.7,21.7,-12.4,-70.5,5.0,-64.5,-0.4,-77.9,-217.9,-13.8,-212.1
O=C(Nc1cccc(O)c1)C(Cc1ccccc1)N1C(=O)c2cccc3cccc(c23)C1=O (stereo not given),-22.5,10.8,-6.5,-3.5,0.2,-6.3,-0.7,-4.9,65.9*,24.0,22.8
COCC(=O)N1CCC(Oc2ccc(C(=O)N3CCCCCC3)cc2)CC1,-0.5,0.4,-1.7,-1.4,-0.3,-7.8,-0.3,-4.7,-0.2,3.9,-16.6
COC(=O)c1sccc1NC(=O)COc1ccc(Cl)cc1Cl,-10.5,1.5,-8.6,-17.0,2.7,-7.4,1.8,-26.7,-50.4,6.9,-98.3
CCN(CC)c1nc(N2CCOCC2)c(C#N)c2c1CN(C)CC2,-1.6,-16.4,-2.6,-1.8,-0.9,11.6,0.0,-2.8,20.0,1.3,18.7
COc1cc(/C=C(/NC(=O)c2ccccc2)C(=O)N2CCN(C)CC2)c([N+](=O)[O-])cc1OC,-1.0,-1.2,-12.0,-7.4,3.1,1.5,1.8,3.1,0.8,2.8,16.1
Cc1ccc2[nH]c3c(=O)n(CCc4cnc[nH]4)cnc3c2c1,5.0,5.8,1.2,-30.1,2.9,-17.3,-0.4,4.0,-231.2,-6.2,-152.2
CN(Cc1nc2ccccc2c(=O)[nH]1)C(=O)c1cccc(S(=O)(=O)N2CCCC2)c1,-15.8,1.0,-0.1,-2.4,-2.4,2.3,-1.5,6.4,3.0,15.1,6.3
NNC(=O)c1ccc(CN2C(=O)c3cccc4cccc2c34)cc1,19.5,-2.4,4.7,-23.6,3.5,-8.0,0.0,-0.1,-5.2,-7.4,15.4
Cc1ccc(C)c(N2CCN(CCCNC(=O)Cn3cccc3C(=O)c3ccccc3)CC2)c1,-11.7,15.4,-11.6,13.7,-0.1,1.6,-0.4,10.8,45.6,13.2,1.6
OCCC#Cc1ccc(CN2CCN(Cc3ccccc3)C(CCO)C2)cc1 (stereo not given),0.6,-6.8,-9.2,3.3,3.8,-2.4,-0.7,-9.7,0.3,7.7,14.4
CCCSc1ccc(-c2nn(-c3ccccc3)cc2/C=C(/C#N)C(=O)NCCCOC)cc1,-34.3,-2.5,-8.2,-4.7,3.2,3.4,1.9,21.1,36.3,35.0,17.1
CC(=O)c1cccc(S(=O)(=O)N2CCCC(c3nc(-c4ccc(C)o4)no3)C2)c1 (stereo not given),1.7,5.9,-18.6,2.2,-4.8,-16.5,1.1,14.2,2.0,2.7,-8.5
COc1ccc2[nH]cc(S(=O)(=O)c3ccc(F)cc3)c(=O)c2c1,2.0,-7.6,1.8,-16.0,2.2,-8.6,-0.1,-23.9,-8.1,-4.7,-1.8
COc1ccc(CNC(=O)COC(=O)c2cccn2C)cc1,8.3,-3.3,-4.6,-12.0,.,-21.9,0.9,-47.9,-87.6,-13.0,-135.9
CN(CCC#N)C(=S)NC(=O)c1ccc(S(=O)(=O)N2CCOCC2)cc1,6.9,-7.1,0.8,7.4,2.2,2.1,-0.2,8.8,7.8,-2.7,4.7
O=C(CCC(=O)NC1CCN(Cc2ccccc2)CC1)NCc1ccco1,13.6,14.9,-3.0,2.0,-3.5,4.1,-2.7,24.4,6.8,-1.0,19.3
O=C(Cc1cccs1)Nc1nnc(-c2ccncc2)s1,-3.7,13.9,2.8,-18.1,3.2,-14.4,0.8,16.3,-13.3,4.7,-48.1
COc1ccccc1C(=O)N/C(=C\c1cn(S(=O)(=O)N(C)C)c2ccccc12)C(=O)N1CCCC1,8.9,2.0,-0.6,-25.7,2.1,7.1,-0.6,4.3,18.1,-3.3,16.0
COc1ccc(NC(=O)CN(C)C(=O)c2ccc3[nH]c4c(c3c2)CC(C)CC4)cc1 (stereo not given),12.2,-3.8,-3.6,-14.5,1.4,1.2,0.1,-4.7,0.2,-8.6,0.1
COc1ccc(C2(c3ccc(OC)cc3)NC(=O)N(CC(=O)NC3CCS(=O)(=O)C3)C2=O)cc1 (stereo not given),17.4,-10.7,-2.2,-26.4,.,-0.8,1.0,4.7,4.0,-15.4,-0.6
Cc1cc(NC(=O)c2c(-c3c(Cl)cccc3Cl)noc2C)n(C)n1,0.9,13.9,6.6,-14.1,-0.6,-15.0,-0.5,-36.2,3.1,4.8,11.1
Cn1c(=O)n(C)c2cc(NC(=O)COc3ccc(F)cc3F)ccc21,-8.2,3.0,8.6,-12.4,6.2,-18.1,0.0,-43.7,-1.3,-9.1,18.0

# Assay outcomes from PubChem.
